ER stress rescue: rescue of cells from ER stress-induced death, primary screen, 384-well, CSM14.1, thapsigargin, ATP luminescence (AID 1222); cellular ATP content (survival), % at 20 µM; hits with a dose series show EC50 in µM; 190,000 tested, under 10 active; CSM14.1 thapsigargin-induced death rescue, ATP luminescence; higher % means a stronger effect;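 active means EC50 below 50 µM in the dose-response confirmation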;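 further: death triggered by thapsigargin at about 15 µM added after 2 h compound pretreatment; cell ATP read after overnight thapsigargin exposure of roughly 18 to 22 hours; normalized against plate controls of thapsigargin alone and 5% DMSO vehicle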
Myeloid diff 2: promotes myeloid progenitor differentiation; ER-HoxA9 myeloid progenitors, lysozyme-GFP differentiation, flow cytometry; calls only at 10 µM; actives 1% (n = 360,000);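 active means normalized GFP-positive differentiation at or above the plate's own cutoff, the solvent-only control mean plus 3 SD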;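 further: cells exposed to compound for four days before flow analysis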
M1AAP inhibition: P. falciparum M1AAP inhibitors, biochemical, fluorogenic H-Leu-NHMec substrate, 1536-well (AID 1445). recombinant M1AAP, H-Leu-NHMec fluorogenic kinetic assay; higher % means a stronger effect. inhibition, % at 30 µM; hits with a dose series show IC50 in µM. actives 0.42% (n = 220,000);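 active means primary inhibition above the hit cutoff, then over 50% inhibition at one or more dose response concentrations, cut at about 23% in these data, passing the limit was not always enough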;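 further: plate controls were DMSO full reaction for no effect and no enzyme background for full effect; strong numbers were not always called active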
human PMI inhibition: MPI enzyme activity inhibition – biochemical, fluorescence intensity, coupled assay, primary screen (AID 1209); purified PMI enzyme, coupled fluorescence intensity; higher % means a stronger effect; one-dose inhibition, % at 20 µM; IC50 in µM for titrated hits; actives 0.42% (n = 190,000);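 further: plate controls were DMSO vehicle for no effect and wells lacking substrate for full effect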
LYP phosphatase: PTPN22 lymphoid phosphatase activity blockers – biochemical, fluorescence intensity, uHTS (AID 1779); recombinant LYP phosphatase, fluorescence intensity; higher % means a stronger effect; one-dose inhibition, % at 11.5 µM; IC50 in µM for titrated hits; actives 0.054% (n = 290,000);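 further: plate controls were vehicle with enzyme for no effect and no enzyme for full effect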
human PMI inhibitors: MPI inhibition at elevated mannose 6-phosphate – biochemical, fluorescence intensity, high mannose 6-phosphate, primary screen (AID 1220) | recombinant PMI enzyme, coupled fluorescence intensity; higher % means a stronger effect | inhibition, % at 20 µM, or IC50 in µM where a hit was titrated | actives 0.66% (n = 190,000)
XIAP displacement: XIAP antagonists, biochemical, IAP family, fluorescence polarization (AID 1018); actives 0.007% (n = 200,000); displacement, % at 20 µM; hits with a dose series show IC50 in µM; XIAP BIR domain, fluorescence polarization peptide displacement; higher % means a stronger effect; in the data active means displacement above about 50%; further: a part of the inactive calls stands beside numbers as strong as those of hits
M17LAP inhibition: P. falciparum M17LAP inhibitors, primary screen, biochemical, fluorogenic H-Leu-NHMec substrate, 1536-well (AID 1619); recombinant M17LAP, H-Leu-NHMec fluorogenic kinetic assay; higher % means a stronger effect; inhibition, % at 30 µM; hits with a dose series show IC50 in µM; actives 0.38% (n = 220,000);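 active means compound inhibiting the enzyme by more than half at any dose during confirmatory dose-response retesting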;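 further: plate controls were full reaction with DMSO carrier for no effect and no enzyme background for full effect; strong numbers were not always called active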
TNAP activators: human TNAP enzyme activators, primary screen, biochemical, luminescent, no phosphate acceptor, uHTS (AID 1001). actives 0.03% (n = 200,000). purified TNAP, luminescent activation assay, no phosphate acceptor; higher activation fold means a stronger effect. one-dose activation fold at 20 µM; EC50 in µM for titrated hits; in the data active means activation fold from about 3, or a potency from the dose series; inactive means the rest, 99 in 100 with activation fold below about 1.6; further: many of its hits are not listed in these tables
Myeloid diff 2 GFP+ MAC1+ %: also measured in Myeloid diff 2; calls as there; GFP+ MAC1+ double positive, %; measured here: differentiation confirmed by MAC1 staining
* hit, by the source's call; i = inactive; x = not tested or not shown; + = active, no number. Unless noted, no stated cut-off is given here; in the data, active means inhibition above about 50%; inactive means the rest.

SMILES | ER stress rescue | Myeloid diff 2 | Myeloid diff 2 GFP+ MAC1+ % | M1AAP inhibition | human PMI inhibition | LYP phosphatase | human PMI inhibitors | XIAP displacement | M17LAP inhibition | TNAP activators
COc1ccc(S(=O)(=O)n2nc(OC(=O)c3ccccc3)cc2N)cc1 | -1.2% | i | 0.9 | 4% | 11% | 1% | 3% | 2.2% | 4% | 1.1
Cc1ccc2nc3c(c(C(=O)OCC(=O)NC4CCS(=O)(=O)C4)c2c1)CCCC3 (stereo not drawn) | -1.1% | i | 0.5 | 6% | 2% | -2% | 1% | -3.5% | 3% | 1.1
Cc1cc(NCCOCCO)n2ncc(-c3ccc(Cl)cc3)c2n1 | -3.6% | i | 0.5 | 3% | 8% | -4% | 11% | -3.9% | -12% | 1.1
COc1ccc(-c2c(C)n([O-])c(C)c(C)[n+]2=O)cc1 | -0.4% | i | 0.7 | 0% | 7% | -10% | 4% | -9.9% | 17% | 1.1
Cc1ccc(C(=O)Nn2c(O)c(C=C3N=c4ccccc4=N3)sc2=S)cc1 | -0.6% | i | 9.8 | 9% | -3% | -4% | -9% | 2.0% | 2% | 1
CCOC(=O)CC(=O)CSc1ncc(C(=O)OCC)c(N)n1 | -2.8% | i | 1.0 | 4% | -8% | -5% | 3% | -3.4% | 6% | 1.1
O=C(C1=C(O)C(=O)N(c2ncccn2)C1c1ccc(Cl)c(Cl)c1)c1ccco1 (stereo not drawn) | -2.1% | i | 3.7 | 8% | -18% | -1% | -52% | -1.9% | 6% | 1
Cc1ccc(C(=O)OCc2nc(N)nc(Nc3ccccc3C)n2)cc1 | 1.7% | i | 3.0 | 3% | 21% | -7% | 7% | -0.2% | -6% | 1.1
COc1ccc(N2CCN(C(=O)CN3CCN(c4nc(-c5ccc(F)cc5)cs4)CC3)CC2)cc1 | -0.2% | i | 1.0 | x | 10% | 8% | 16% | -3.8% | x | 1.1
COCCN=C1NN=C(c2ccc(C)c([N+](=O)[O-])c2)CS1 | -0.4% | i | 0.2 | 4% | 14% | -3% | -4% | -1.7% | 11% | 1.1
CCCCNC(=O)NS(=O)(=O)c1ccc(NS(=O)(=O)c2ccccc2)cc1 | -1.1% | i | 0.4 | 4% | 2% | -6% | 5% | -10% | -5% | 1.1
CN(C)c1ccc(C(=O)c2ccccc2C(=O)O)c(O)c1 | 1.0% | i | 0.3 | 8% | -6% | -4% | 0% | -7.6% | i | 1.1
Cc1ccsc1/C=C/C(=O)O | 0.3% | i | 0.5 | 2% | -3% | -4% | -2% | -6.3% | 6% | 1
COc1ccc(OC)c(NC(=O)N2CCCC(C(=O)c3ccccc3OC)C2)c1 (stereo not drawn) | 0.5% | i | 0.3 | 0% | 6% | -7% | 27% | -1.8% | 4% | 1.1
CC(C)OC(=O)CCC/C=C\C[C@@H]1[C@@H](CC[C@@H](O)CCc2ccccc2)[C@H](O)C[C@@H]1O | -1.8% | x | x | -2% | 18% | -3% | 14% | 0.5% | 1% | 1
C=CCNC(=O)c1scc2c1CCCC2 | -2.2% | i | 1.4 | 3% | 2% | -2% | -3% | 1.3% | 4% | 1.1
CCn1c(=O)n(CC(=O)Nc2ccc(F)cc2)c(=O)c2ccccc21 | 1.2% | i | 0.7 | 3% | 4% | -10% | 6% | -5.3% | 13% | 1.1
COc1cccc(C2=NOC(C(=O)Nc3cc(C)on3)C2)c1 (stereo not drawn) | x | i | 0.3 | 10% | x | -7% | x | x | 3% | x
C[N+]1(CCC(=O)c2ccccc2)CCCCC1 | -1.5% | i | 0.6 | 2% | 2% | -3% | -13% | -4.5% | -5% | 1
COc1ccc(C(=O)NC(C)c2nnc(SCc3ccc(Cl)c(Cl)c3)n2C)cc1 (stereo not drawn) | -0.4% | i | 4.9 | 3% | 21% | -4% | 7% | -0.6% | -1% | 1.1
CC(C)CC(c1nnnn1Cc1ccccc1)N1CCC(C(N)=O)CC1 (stereo not drawn) | -1.5% | i | 1.0 | -3% | -13% | -11% | -15% | -7.4% | 12% | 1.1
Cc1ccc(CNC(=O)C2(C)Oc3ccccc3NC2=O)cc1 (stereo not drawn) | 0.7% | i | 1.7 | 4% | -7% | -5% | -11% | -3.0% | 0% | 1.1
C=CCNC(=O)c1onc(CSc2cccc(Cl)c2)c1C(=O)O | 4.5% | i | 1.8 | 0% | -4% | -7% | -3% | -4.5% | 7% | 1.1
CCc1cccc(C)c1NC(=O)CCCSc1nc2ccccc2s1 | -7.9% | i | 0.7 | 15% | 1% | -4% | 2% | -1.9% | 0% | 1.1

One compound at a time (already shown). Order of screens: ER stress rescue | Myeloid diff 2 | Myeloid diff 2 GFP+ MAC1+ % | M1AAP inhibition | human PMI inhibition | LYP phosphatase | human PMI inhibitors | XIAP displacement | M17LAP inhibition | TNAP activators
Cc1ccc(C(=O)OCc2nc(N)nc(Nc3ccccc3C)n2)cc1 across the screens: 1.7% | i | 3.0 | 3% | 21% | -7% | 7% | -0.2% | -6% | 1.1
COc1ccc(-c2c(C)n([O-])c(C)c(C)[n+]2=O)cc1 across the screens: -0.4% | i | 0.7 | 0% | 7% | -10% | 4% | -9.9% | 17% | 1.1
Cc1ccc(C(=O)Nn2c(O)c(C=C3N=c4ccccc4=N3)sc2=S)cc1 across the screens: -0.6% | i | 9.8 | 9% | -3% | -4% | -9% | 2.0% | 2% | 1
COc1ccc(S(=O)(=O)n2nc(OC(=O)c3ccccc3)cc2N)cc1 across the screens: -1.2% | i | 0.9 | 4% | 11% | 1% | 3% | 2.2% | 4% | 1.1
O=C(C1=C(O)C(=O)N(c2ncccn2)C1c1ccc(Cl)c(Cl)c1)c1ccco1 (stereo not drawn) across the screens: -2.1% | i | 3.7 | 8% | -18% | -1% | -52% | -1.9% | 6% | 1

Going on with the list.
SMILES | ER stress rescue | Myeloid diff 2 | Myeloid diff 2 GFP+ MAC1+ % | M1AAP inhibition | human PMI inhibition | LYP phosphatase | human PMI inhibitors | XIAP displacement | M17LAP inhibition | TNAP activators
COc1c(OC)c(O)c2c(=O)c(O)c(-c3ccccc3)oc2c1OC | 1.7% | i | 3.5 | -3% | -9% | 1% | 3% | -5.5% | 2% | 0.9
CC(C)c1ccccc1N1CC(C(=O)O)CC1=O (stereo not drawn) | 1.0% | i | 2.6 | -3% | -11% | -2% | -11% | 0.2% | -1% | 1.1
NC(Cc1c[nH]c2ccccc12)C(=O)NCc1ccco1 (stereo not drawn) | -1.6% | i | 0.3 | 7% | 23% | -2% | 55%* | -2.5% | 2% | 1.1
CCCCNC(=O)C1CCN(C/C(C)=C/c2ccccc2)CC1 | 3.0% | i | 0.6 | 7% | 3% | -8% | 0% | -1.8% | -3% | 1.1
COc1ccccc1C(=O)Nc1nc2ccc(S(C)(=O)=O)cc2s1 | -2.3% | i | 6.7 | 6% | 4% | -7% | 1% | -4.0% | -12% | 1
CCOC(=O)CSC(CC)C(=O)Nc1nnc(CC)s1 (stereo not drawn) | -0.3% | i | 3.2 | -12% | 2% | -4% | 3% | -7.3% | 5% | 1
O=C(OCc1ccccc1)C1CCCN1C(=O)c1cccs1 (stereo not drawn) | 0.6% | i | 0.5 | 1% | 11% | -2% | 34% | -0.7% | 7% | 1.1
CCCn1c(SCC(=O)Nc2cc(S(=O)(=O)N3CCOCC3)ccc2Cl)n[nH]c1=O | -2.4% | i | 0.5 | -5% | 7% | -8% | 7% | 1.5% | 0% | 1
Cc1cc(NC(=O)CN2CCc3ccccc3C2)nc2c1c(=O)oc1ccccc12 | 6.3% | i | 2.0 | 4% | -33% | -5% | -7% | -1.7% | 1% | 1.1
COc1cccc(/C=N/NC(=O)c2c(C)nc3ccc(Br)cn23)c1 | -0.1% | i | 0.1 | 7% | -18% | -4% | -10% | -4.7% | -5% | 1.1
COCCNC(=O)c1c(N)n(CCC2=CCCCC2)c2nc3ccccc3nc12 | -1.1% | i | 2.5 | 18% | -13% | -6% | -34% | -6.9% | -63% | 1.2
Cc1ccc(N(CC(=O)NN=C2CCN(C)CC2)S(=O)(=O)c2ccc(C)cc2)cc1 | -1.5% | i | 0.1 | -1% | -10% | 0% | -9% | -2.9% | 8% | 1.1
O=C(NCc1cccnc1)c1cc(-c2cccs2)on1 | 2.4% | i | 5.2 | -4% | -3% | 0% | 0% | -0.1% | 1% | 1.1
CCS(=O)(=O)c1ccc2c(c1)N(S(C)(=O)=O)CC(C(=O)NN)O2 (stereo not drawn) | -1.2% | i | 0.6 | -2% | -8% | -10% | -5% | -5.8% | 22% | 0.9
COc1cccc(N=c2oc3ccccc3cc2-c2nc3ccccc3[nH]2)c1 | -2.7% | i | 0.9 | 10% | 8% | -7% | -2% | -3.1% | 0% | 1
CCC1CCCCN1CC(=O)c1c(C)[nH]c2ccccc12 (stereo not drawn) | -3.0% | i | 0.9 | 4% | -2% | -6% | 3% | -4.0% | 9% | 1.2
CCc1ccc2oc(-c3cc(N)ccc3O)nc2c1 | -5.6% | x | x | 1% | -6% | -3% | -11% | -3.5% | 13% | 1.1
O=C(CSc1ccc(Br)c2cccc(Cl)c12)Nc1ccc(S(=O)(=O)Nc2nccs2)cc1 | -2.9% | x | x | -2% | 7% | 3% | 8% | 1.4% | 0% | 1.1
O=c1cc(-c2cccc(Cl)c2)oc2cccc(O)c12 | x | i | 0.6 | 2% | x | -6% | x | x | -7% | x
CCCCN1CN(Cc2ccccc2)CNC1=S | -0.4% | i | 0.0 | 6% | 3% | -1% | -8% | -5.4% | -5% | 0.9
CC(=O)OCC1=C(C(=O)O)N2C(=O)C(NC(=O)CCn3nc(C)c(Cl)c3C)C2SC1 (stereo not drawn) | 0.0% | i | 0.4 | 2% | 12% | -4% | 13% | -4.0% | 5% | 1.1
CCOC(=O)C1CCN(C(=O)Nc2ccc3snnc3c2)CC1 | -0.3% | i | 4.9 | 6% | 1% | -1% | -4% | -1.9% | 19% | 1.1
COc1cc([N+](=O)[O-])cc2sc(NC(=O)c3c(F)cccc3F)nc12 | x | i | 0.5 | 12% | -15% | -2% | 17% | -9.9% | 10% | 1.1
Cc1ccc(-n2c(N)c(-c3nc4ccccc4n3C)sc2=S)cc1 | -1.6% | i | 2.3 | 2% | 49% | -1% | 5% | -2.1% | 1% | 1.2
CN(CCc1ccccn1)C(=O)Nc1ccc(Cl)cc1 | 0.9% | i | 0.3 | -9% | 1% | -12% | -3% | -2.6% | 13% | 1.1
CCn1nnnc1SCC(=O)NCc1ccco1 | 1.7% | i | 1.0 | -1% | -5% | 6% | -5% | 0.1% | 1% | 1.1
Cc1ccccc1Cn1ccc(NC(=O)c2onc(C)c2Cl)n1 | -0.6% | i | 1.9 | 3% | -6% | -3% | -4% | -25% | 10% | 1.1
COC(=O)Cc1ccc(NC(=O)C(c2ccccc2)c2ccccc2)cc1 | 0.4% | i | 0.5 | -4% | 3% | -5% | 11% | -4.9% | 6% | 1.1
CSc1ccc(CNc2cccc3ccccc23)cc1 | 0.1% | i | 1.0 | 2% | 26% | -5% | 21% | -1.6% | 6% | 1.1
Cc1onc(-c2ccccc2Cl)c1C(=O)Nc1ccc(CN2CCCC2)cc1 | 0.0% | i | 0.4 | 7% | -18% | -3% | -7% | -4.4% | -2% | 1
COc1ccc(NC(=O)N2CCN(c3nc(-c4cccc(OC)c4)cs3)CC2)cc1 | 0.8% | + | 11* | 6% | 22% | -1% | 20% | -8.7% | 10% | 1.3
